Source: PubChem
Y pestis TopoI: Yersinia pestis topoisomerase I inhibitors, primary screen, biochemical, cleavage product accumulation, plate reader, single point | DNA topoisomerase I (Yersinia pestis CO92) | Y. pestis Topo-I cleavage product accumulation | activity, % at 10 µM | 360,000 compounds, 0.064% hits | AID 504884, 2011; in the data active means activity above about 50%, passing the limit was not always enough; inconclusive means no clear call, values can overlap the other calls; further: inactives centre near 2
PriA SSB inh: inhibitors of Klebsiella pneumoniae PriA binding to SSB C-terminal tail, primary screen, biochemical, AlphaScreen; PriA–SSB C-terminal tail interaction (Klebsiella pneumoniae); AlphaScreen SSBct-PriA binding, biotinylated peptide; inhibition, % at 33 µM; 430,000 compounds, 0.6% hits; AID 1272365, 2023; in the data active means inhibition mostly above about 37%, no sharp cut-off; inactive means mostly below about 20%;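 further: plate controls were negative control peptide for no effect and reference peptide for full effect; strong numbers were not always called active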
DUSP3 inh: VHR1 phosphatase inhibitors, primary screen, biochemical, absorbance, uHTS; Dual specificity protein phosphatase 3 (Homo sapiens), P51452; recombinant VHR phosphatase, pNPP absorbance; inhibition, % at 13.3 µM; 290,000 compounds, 0.52% hits; AID 1654, 2009; in the data active means inhibition above about 50%; further: some compounds called inactive have numbers as strong as hits
Target sequence (P51452 whole entry, looked up): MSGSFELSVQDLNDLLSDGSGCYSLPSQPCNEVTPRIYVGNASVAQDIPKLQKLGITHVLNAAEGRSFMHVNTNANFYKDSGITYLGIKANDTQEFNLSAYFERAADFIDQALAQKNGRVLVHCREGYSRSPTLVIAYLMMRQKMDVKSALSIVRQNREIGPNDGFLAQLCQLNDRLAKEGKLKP
TcdB GH inh: TcdB glycohydrolase inhibitors, primary screen, biochemical, single point, plate reader. Toxin B (Clostridioides difficile), P18177. TcdB glycohydrolase enzymatic assay. inhibition, % at 9.99 µM. 350,000 compounds, 0.24% hits; in the data active means inhibition above about 10%
PfHsp40 yeast: rescue of yeast from PfHsp40 toxicity, primary screen, S. cerevisiae, ATP luminescence. growth rescue, % at 12.5 µM. AID 504582, 2011. 340,000 compounds, 0.68% hits. S. cerevisiae expressing PfHsp40, growth rescue; in the data active means growth rescue above about 28%, passing the limit was not always enough; inconclusive means no clear call, values can overlap the other calls;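 further: yeast W303a lacking pdr1 and pdr3 grown in galactose medium; growth measured after three days at 30 °C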
SARS 3CLpro inh: SARS-CoV 3CLpro protease inhibitors, primary screen, biochemical, quenched FRET; Replicase polyprotein 1ab (Severe acute respiratory syndrome coronavirus), P0C6X7; recombinant SARS-CoV 3CLpro, quenched FRET peptide cleavage; inhibition, % at 6 µM; 290,000 compounds, 0.14% hits; AID 1706, 2009; in the data active means inhibition above about 12%
Anthrax LF inh2: Bacillus anthracis LF protease inhibitors, primary screen, biochemical, multiplex microsphere, MLPCN library; Lethal factor (Bacillus anthracis), P15917; multiplex microsphere protease cleavage assay; inhibition, % at 10 µM; 360,000 compounds, 0.12% hits; further: plate controls were buffer without enzyme for full effect and enzyme alone for no effect
Target sequence (P15917 whole entry, looked up): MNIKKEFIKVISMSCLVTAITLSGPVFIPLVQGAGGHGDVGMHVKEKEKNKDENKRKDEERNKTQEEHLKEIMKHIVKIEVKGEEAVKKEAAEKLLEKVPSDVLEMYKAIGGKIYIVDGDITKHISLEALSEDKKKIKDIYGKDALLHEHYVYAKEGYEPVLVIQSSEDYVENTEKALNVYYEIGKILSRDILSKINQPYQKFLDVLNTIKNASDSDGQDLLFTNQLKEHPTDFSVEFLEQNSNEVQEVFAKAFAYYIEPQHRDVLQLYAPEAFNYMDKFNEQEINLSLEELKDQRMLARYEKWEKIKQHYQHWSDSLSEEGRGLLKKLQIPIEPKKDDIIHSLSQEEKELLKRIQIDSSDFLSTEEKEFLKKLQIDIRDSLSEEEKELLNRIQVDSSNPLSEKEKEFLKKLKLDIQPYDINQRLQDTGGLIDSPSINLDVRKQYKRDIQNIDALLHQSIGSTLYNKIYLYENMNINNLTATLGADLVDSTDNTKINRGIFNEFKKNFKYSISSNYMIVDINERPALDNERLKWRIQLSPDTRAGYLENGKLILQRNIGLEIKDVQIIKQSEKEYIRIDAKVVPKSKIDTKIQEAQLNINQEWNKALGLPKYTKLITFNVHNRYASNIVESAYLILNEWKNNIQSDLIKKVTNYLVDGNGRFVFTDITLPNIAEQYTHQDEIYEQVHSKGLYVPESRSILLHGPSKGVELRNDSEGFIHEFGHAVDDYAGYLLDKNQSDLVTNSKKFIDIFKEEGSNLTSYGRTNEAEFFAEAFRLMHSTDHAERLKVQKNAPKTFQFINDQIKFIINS
CCHFV vOTU inh: CCHFV vOTU protease inhibitors, primary screen, biochemical, Pep-AMC substrate, fluorescence | 370,000 compounds, 0.55% hits | Crimean-Congo hemorrhagic fever virus L polyprotein viral ovarian tumor (vOTU) protease … | inhibition, % at 11.5 µM | AID 651958, 2012; in the data active means inhibition above about 30%; further: 0% = vehicle wells with enzyme and 100% = no enzyme wells
BH1578 lux ind: inducers of Vibrio cholerae quorum light production without autoinducers, primary screen, BH1578 luxS cqsA deficient, single point; V. cholerae BH1578 lux reporter, luminescence, 6 h; activation, % at 18.7 µM; 350,000 compounds, 0.16% hits; in the data active means activation mostly above about 9.7%, no sharp cut-off; inconclusive means no clear call, values can overlap the other calls; inactive means mostly below about 3.7%; further: not every result past the cut was called active; inactives centre near 0; reference of the scale not given here
BoNT A protease: BoNT/A light chain protease inhibitors, primary screen, biochemical, flow cytometry, MLPCN library | AID 588499, 2011 | inhibition, % at 10 µM | 360,000 compounds, 0.17% hits | multiplex microsphere protease substrate cleavage | Botulinum neurotoxin type A light chain protease (Clostridium botulinum A str. ATCC 3502); further: plate controls were buffer without enzyme for full effect and enzyme alone for no effect
* marks the source's active call; other numbers are inactive results; i = inactive; ? = inconclusive; / = not tested or not shown; & = joins results of further samples. Unless noted, no stated cut-off is given here; in the data, active means inhibition above about 30%; inconclusive means no clear call, values can overlap the other calls; inactive means below that. These rows are one share of the data; rates above refer to the full screens.

SMILES	Y pestis TopoI	PriA SSB inh	DUSP3 inh	TcdB GH inh	PfHsp40 yeast	SARS 3CLpro inh	Anthrax LF inh2	CCHFV vOTU inh	BH1578 lux ind	BoNT A protease
O=C1NC(=O)N(c2ccc3c(c2)OCO3)C(=O)/C1=C/c1ccc(N2CCCC2)o1	7	9	-8	-0.1	-0.5	-4	1	14	0.6	-0.9
O=C(O)c1ccc2c(c1)CC(c1ccccc1)OC2=O (stereo unspecified)	5	-7	/	/	-0.9	-1	-6	2	-8.3	-0.5
N#C/C(=N\Nc1ccc(Cl)cc1)C(=N)N1CCCCC1	-12	/	34	/	-2.3	8	-2	11	1.4	-0.1
CCc1ccc(Nc2c([N+](=O)[O-])c(=O)oc3ccccc23)cc1	1	-7	10	-0.7	116*	2	-1	3	-0.7	?
CCn1c(SCc2nc(CC(=O)Nc3ccccc3OC)no2)nnc1-c1cccs1	7	8	36	/	-0.1	1	-6	-2	-2.9	-0.9
O=C(COC(=O)CNC(=O)c1ccccc1Cl)NC1CC1	2	-12	/	-0.3	-0.5	/	-2	-8	i	-0.9
CCOC(=O)C1=C(c2ccccc2)N(C)C(=O)NC1c1ccc(O)c(OC)c1 (stereo unspecified)	4	7	21	1.3	-0.1	-4	1	-3	i	-1.7
Cc1cc([N+](=O)[O-])nn1CCCC(=O)Nc1ccc(Cl)cc1Cl	-2	-9	18	2.4	-1.0	5	6	-7	-0.2	-0.3
COc1cc(C(=O)N2CCN(Cc3ccc4c(c3)OCO4)CC2)cc(OC)c1OC	-2	-20	-8	1.0	0.6	-1	17	4	-2.3	0.0
CC(=O)OC1(C(C)=O)CCC2C3CC4OC45CC(O)CCC5(C)C3CCC21C (stereo unspecified)	3	-13	/	-0.2	-0.6	/	-1	3	-0.8	0.0
CC(CC(=O)O)CC(=O)Nc1cc([N+](=O)[O-])ccc1O (stereo unspecified)	9	0	29	0.7	-0.6	2	-2	3	-0.5	0.0
CN(Cc1ccccc1)C(=O)C1CCCN(Cc2cccc(Cl)c2)C1 (stereo unspecified)	20&-7	-11	5	-2.0&-0.9	-0.6	0	-1&0	9&15	2.0&-0.2	0.0&-0.6
COc1ccc(N2CCN(S(=O)(=O)CCNC(=O)COc3ccccc3OC)CC2)cc1	22	5	-20	0.5	0.8	2	-3	0	-0.1	-0.7
COc1ccccc1C(=O)N1CCN=C1c1ccccc1	-2	-6	-23	/	0.4	1	5	-4	-0.4	0.1
COc1ccc(/C=N/Nc2c(Cl)cc(Cl)cc2Cl)cc1CN1CCOCC1	11	/	-10	/	0.2	4	-3	0	-0.7	0.1
O=C(COC(=O)/C=C/c1ccc(C(F)(F)F)cc1)NCC1CCCCC1	5	-10	/	1.3	0.7	/	0	-3	i	0.9
CCN(Cc1nc2cc(Cl)ccc2c(=O)[nH]1)C(=O)c1ccc(C)c(NC(=O)c2ccco2)c1	-1	-4	/	-0.1	0.5	/	6	9	0.5	0.0
Cc1nn(Cc2ccccc2)c(Cl)c1C(=O)O	3	3	26	2.0	0.1	1	-1	1	-0.4	0.1
Cc1nc(SCC(=O)c2c[nH]c3ccccc23)n[nH]1	3	-7	-9	/	-0.7	-5	4	2	-0.6	1.1
COc1ccc(-c2csc3ncnc(Oc4cccc5ccc(C)nc45)c23)cc1	14	-1	8	0.4	-1.9	5	-4	3	-0.3	-0.2
O=C(Cc1ccccc1Cl)N1CCOCC1	-4	-16	36	1.4	-0.4	-5	-5	17	-0.7	-1.6
O=C(NCc1cccs1)c1ccc2nc([C@@H]3O[C@H](CO)[C@H](O)[C@H](O)[C@H]3O)[nH]c2c1	-6	/	/	0.4	/	/	-2	-2	-0.3	-0.7
CCN1CCN(C(=O)CN2C(=O)COc3ccc(S(=O)(=O)N4CCOCC4)cc32)CC1	-4	-24	57*	0.5	1.0	-1	-1	10	1.1	-0.4
COC(=O)c1ccc(CSc2nnc(-c3ccncc3)o2)o1	2	-1	13	/	-0.4	-5	0	10	-0.3	0.2
COCC(C)n1c(SCc2cc(C(=O)OC)c(C)o2)nc2ccccc2c1=O (stereo unspecified)	1	-21	9	1.4	-1.5	3	-2	3	-0.4	0.3

3 records picked at random from the list so far:
SMILES	Y pestis TopoI	PriA SSB inh	DUSP3 inh	TcdB GH inh	PfHsp40 yeast	SARS 3CLpro inh	Anthrax LF inh2	CCHFV vOTU inh	BH1578 lux ind	BoNT A protease
Cc1nc(SCC(=O)c2c[nH]c3ccccc23)n[nH]1	3	-7	-9	/	-0.7	-5	4	2	-0.6	1.1
CCc1ccc(Nc2c([N+](=O)[O-])c(=O)oc3ccccc23)cc1	1	-7	10	-0.7	116*	2	-1	3	-0.7	?
CN(Cc1ccccc1)C(=O)C1CCCN(Cc2cccc(Cl)c2)C1 (stereo unspecified)	20&-7	-11	5	-2.0&-0.9	-0.6	0	-1&0	9&15	2.0&-0.2	0.0&-0.6

(list continues)
SMILES	Y pestis TopoI	PriA SSB inh	DUSP3 inh	TcdB GH inh	PfHsp40 yeast	SARS 3CLpro inh	Anthrax LF inh2	CCHFV vOTU inh	BH1578 lux ind	BoNT A protease
COc1ccc(-c2nc(C)c(C(C)=O)n2O)cc1[N+](=O)[O-]	-14	0	16	-0.4	-0.5	2	-4	-8	-0.4	-0.4
[O-][N+](=Cc1c(Cl)cccc1Cl)CC1(O)CCCCC1	4	/	/	0.5	/	/	-1	3	i	0.2
Cc1c(N2CCCC2)cc2c(c1NC(=O)c1ccccc1Cl)C(C)(C)CC2(C)C	22	-8	22	-0.2	-0.1	1	0	4	-0.9	2.7
CCCS(=O)(=O)N1CCC(C(=O)NCCCOCC)CC1	-4	-26	8	/	-1.4	1	-5	9	-6.2	-0.6
Cc1ccc2nc(C3CCN(CC(=O)Nc4ccc5c(c4)OCCO5)CC3)[nH]c2c1	12	7	4	/	0.1	4	-1	-7	-0.2	0.5
C/C(=N\NC(=O)c1cccs1)c1ccc2c(c1)OCO2	2	/	24	0.5	-0.4	6	-5	4	-0.2	-0.4
CCC(=O)NNc1nc2c(C)cccc2s1	12	1	2	-1.3	-0.8	1	-4	3	i	0.0
CCOC(=O)[C@]12CCC=C1N(CCC1=CCCCC1)C(=O)[C@H](CC(=O)N1CCC(c3ccccc3)CC1)C2	/	/	/	0.4	/	/	-11	8	/	-0.7
CCOC(=O)C1=C(C)NC(C)=C(C(=O)OCC)C1c1ccc(O)cc1	-6	-2	-1	/	0.2	-4	-2	1	i	-0.2
O=C(Nc1c2c(nn1-c1ccccc1)CS(=O)(=O)C2)c1ccccc1Br	0	-12	26	1.3	-1.1	0	-2	5	-0.1	0.3
COc1ccc(N(CC(=O)Nc2ccc(C(C)C)cc2)S(=O)(=O)c2c(C)noc2C)cc1	0	-4	17	-0.2	-0.2	1	-3	0	-3.4	-1.5
C=CP(=O)(O)c1ccccc1	-1	-11	15	/	-1.2	1	-4	5	0.5	-1.0
C/C(=N\NC(=O)CSc1nc(C)cc(C)n1)c1ccc2c(c1)OCCO2	12	/	8	0.6	0.2	-2	0	-5	0.4	-0.5
COc1ccc(C(=O)CSc2n[nH]c(C)n2)cc1[N+](=O)[O-]	5	0	20	0.4	-0.4	5	-7	-14	i	0.4
CC(C)[C@H](NC(=O)N1c2ccccc2NC(=O)[C@@H]1C(C)C)C(=O)N[C@@H](Cc1c[nH]c2ccccc12)C(=O)O	6	-5	8	0.1	0.0	0	-7	3	-0.6	-0.6
COc1cc(C(=S)N2CCC(C(N)=O)CC2)ccc1O	8	-20	21	/	-1.0	-1	0	14	i	1.0
Cn1nc(C(F)(F)F)c(C#N)c1N1CCN(c2ccccc2)CC1	0	-8	16	1.3	0.9	-1	-3	-5	/	1.4
CCN1CCN(c2ncnc3ccc(Br)cc23)CC1	-7	-7	28	/	0.9	-1	3	2	i	0.6
COc1ccc(-c2cc3ccccc3s2)cc1[C@H]1[C@H]2C=CC[C@@H](C)[C@@H]2C(=O)N1Cc1ccccc1	-5	-10	19	0.5	-1.2	/	0	0	i	0.0
CSc1ccccc1NC(=O)CN1c2ccccc2CC1C (stereo unspecified)	23	1	23	0.3	-1.3	2	-3	14	2.3	0.1
O=C(COC(=O)C1CCCN1C(=O)c1cccs1)c1ccccc1 (stereo unspecified)	1	24	4	/	-1.1	3	-6	-1	-0.6	-0.3
O=C(c1cccc(Br)c1)c1coc2ccc(O)cc12	7	-7	/	-0.3	4.9	/	1	16	i	-1.5
O=C(CSc1cccc2cccnc12)Nc1ccc(S(=O)(=O)N2CCOCC2)cc1	22	5	-10	0.5	0.3	1	-4	-20	-0.6	-0.6
O=c1c(C=NCc2cccs2)c(O)n(C2CCCCC2)c(=O)n1C1CCCCC1	1	1	31	/	2.0	-1	1	21	-6.2	0.5
CCN(CC)S(=O)(=O)c1ccc(S(=O)(=O)N2CCCC(C(=O)NC3CC3)C2)cc1 (stereo unspecified)	0	-17	8	2.4	-1.6	-6	4	4	-0.2	-0.8
CCc1nnc(NC(=O)CSc2nnc(-c3c[nH]c4ccccc34)n2CC)s1	26	1	22	/	1.3	4	0	-21	-0.2	0.5
CCOC(=O)[C@H](CCc1ccccc1)N[C@@H](C)C(=O)N1CCC[C@@H]1C(=O)O	2	/	/	1.2	-1.6	/	2	5	-0.5	-2.0
Cc1nc(-c2coc3cc(C)c(N=O)c(O)c3/c2=N\N)cs1	-3	/	6	-0.1	-0.2	5	-1	-6	3.2	-1.0
Cc1nnc2ccc(-c3cccc(NS(=O)(=O)c4ccccc4Cl)c3)nn12	5	-5	/	0.4	-0.9	/	4	-4	i	-2.6
N#CC(C#N)=C(N)c1cccnc1	1	-1	2	-1.0	-1.3	2	-5	-15	-0.2	-1.2

In a second layout: 4 of the compounds above
O=C(COC(=O)C1CCCN1C(=O)c1cccs1)c1ccccc1 (stereo unspecified)
  Y pestis TopoI: 1
  PriA SSB inh: 24
  DUSP3 inh: 4
  TcdB GH inh: /
  PfHsp40 yeast: -1.1
  SARS 3CLpro inh: 3
  Anthrax LF inh2: -6
  CCHFV vOTU inh: -1
  BH1578 lux ind: -0.6
  BoNT A protease: -0.3
O=C(c1cccc(Br)c1)c1coc2ccc(O)cc12
  Y pestis TopoI: 7
  PriA SSB inh: -7
  DUSP3 inh: /
  TcdB GH inh: -0.3
  PfHsp40 yeast: 4.9
  SARS 3CLpro inh: /
  Anthrax LF inh2: 1
  CCHFV vOTU inh: 16
  BH1578 lux ind: i
  BoNT A protease: -1.5
O=C(CSc1cccc2cccnc12)Nc1ccc(S(=O)(=O)N2CCOCC2)cc1
  Y pestis TopoI: 22
  PriA SSB inh: 5
  DUSP3 inh: -10
  TcdB GH inh: 0.5
  PfHsp40 yeast: 0.3
  SARS 3CLpro inh: 1
  Anthrax LF inh2: -4
  CCHFV vOTU inh: -20
  BH1578 lux ind: -0.6
  BoNT A protease: -0.6
O=c1c(C=NCc2cccs2)c(O)n(C2CCCCC2)c(=O)n1C1CCCCC1
  Y pestis TopoI: 1
  PriA SSB inh: 1
  DUSP3 inh: 31
  TcdB GH inh: /
  PfHsp40 yeast: 2.0
  SARS 3CLpro inh: -1
  Anthrax LF inh2: 1
  CCHFV vOTU inh: 21
  BH1578 lux ind: -6.2
  BoNT A protease: 0.5
